Assay outcomes from PubChem BioAssay.
proCasp3 act – activators of human procaspase-3 D3A mutant, primary screen, biochemical, absorbance, PC-3 D3A mutant, single concentration; Caspase-3 (Homo sapiens), P42574; recombinant procaspase-3 D3A, Ac-DEVD-pNA absorbance 405 nm; activation, % at 8.5 µM; actives 0.11% (n = 330,000); AID 463141, 2010;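 active = activation above the mean of all tested compounds plus 3 SD, cut at about 21% in these data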;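 also: 0% = DMSO alone and 100% = DMSO wells spiked with extra 5 µM PC-3 D3A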
Target sequence (P42574 whole entry D9A/D28A/D175A): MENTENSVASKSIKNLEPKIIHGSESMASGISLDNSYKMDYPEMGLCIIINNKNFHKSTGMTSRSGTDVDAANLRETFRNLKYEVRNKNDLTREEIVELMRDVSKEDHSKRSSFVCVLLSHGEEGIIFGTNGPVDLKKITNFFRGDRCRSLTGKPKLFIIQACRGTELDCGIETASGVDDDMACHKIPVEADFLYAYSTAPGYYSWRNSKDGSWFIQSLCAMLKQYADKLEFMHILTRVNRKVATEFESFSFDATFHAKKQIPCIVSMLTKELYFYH
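Technique: 405 nm absorbance of p-nitroaniline, reads at 0 and 120 min; Test system: Procaspase-3 D3A mutant; Incubation: 1 h enzyme-compound preincubation, then 2 h substrate reaction, 25 °C; Repeats: singlicate, each compound tested once; Benchmarks: low control DMSO wells, high control DMSO plus 5 µM PC-3 D3A.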
CTSL1 counter – Fasciola hepatica cathepsin L1 inhibitors, primary screen, counter-screen for PFM18AAP inhibitor project, biochemical, QFRET, fluorogenic peptide substrate; recombinant F. hepatica cathepsin L1, Z-Leu-Arg-MCA fluorescence; AID 1906, 2009; inhibition, % at 5.96 µM; actives 0.49% (n = 300,000);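 active = inhibition above the mean of all tested compounds plus 3 SD, set per screening campaign, cut at about 17% in these data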;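 also: 0% = plate median of test compound wells and 100% = 1 µM Z-Phe-Ala-diazomethylketone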
HCV core dimer – inhibitors of HCV core protein dimerization, primary screen, biochemical, TR-FRET, high-throughput; TR-FRET GST/Flag-core106 dimerization, 1536-well; inhibition, % at 5 µM; actives 0.33% (n = 300,000); AID 1899, 2009;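 active = inhibition above the mean of all tested compounds plus 3 SD, set per screening campaign, cut at about 45% in these data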
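Material: GST/Flag-tagged HCV core106 proteins. Incubation: 4 h, 22.5 °C incubation. Read-out basis: inhibition (%) from 671 over 617 nm ratio. Measured by: TR-FRET, excitation 340 nm, emission 617 and 671 nm.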
TPT1 inhibitor – Candida albicans TPT1 enzyme inhibitors, primary screen, biochemical, fluorescence polarization. tRNA 2'-phosphotransferase TPT1 (Candida albicans SC5314). recombinant caTPT1, FP RNA substrate dephosphorylation. inhibition, % at 5 µM. actives 0.81% (n = 300,000);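 active = inhibition above the mean of all tested compounds plus 3 SD, set per screening campaign, cut at about 24% in these data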;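 also: plate controls were DMSO alone for no effect and ferristatin control at 100 nM for full effect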
PP1 inh – PP1-alpha phosphatase inhibitors, primary screen, counter-screen for PP5 inhibitor project, biochemical, fluorescence, OMFP substrate, single point; Serine/threonine-protein phosphatase PP1-alpha catalytic subunit (Homo sapiens), P62136; purified PP1alpha; inhibition, % at 6.7 µM; actives 0.9% (n = 320,000); AID 2235, 2010;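 active = inhibition above the mean inhibition of all tested compounds plus 3 SD, computed separately for each screening campaign, cut at about 15% in these data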
PAFAH2 inh – PAFAH2 enzyme inhibitors, primary screen, biochemical, fluorescence polarization, human. Platelet-activating factor acetylhydrolase 2, cytoplasmic (Homo sapiens), Q99487. recombinant PAFAH2, FP-rhodamine activity probe. inhibition, % at 3.39 µM. actives 0.99% (n = 340,000). AID 492956, 2010;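 active = inhibition above the mean over all tested compounds plus 3 SD, cut at about 30% in these data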;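 also: inhibitors block probe labeling of enzyme so polarization drops; 0% = enzyme with DMSO and 100% = wells lacking PAFAH2 protein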
PP5 primary – PP5 phosphatase inhibitors, primary screen, biochemical, fluorescence | Serine/threonine-protein phosphatase 5 (Homo sapiens), P53041 | purified PP5c, OMFP substrate fluorescence | inhibition, % at 6.7 µM | actives 0.18% (n = 320,000) | AID 1987, 2009;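 active = inhibition above the campaign's mean inhibition across all tested compounds plus 3 SD, cut at about 9.5% in these data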;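 also: 0% = DMSO only and 100% = 100 µM cantharidin control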
Target sequence (P53041 whole entry, looked up): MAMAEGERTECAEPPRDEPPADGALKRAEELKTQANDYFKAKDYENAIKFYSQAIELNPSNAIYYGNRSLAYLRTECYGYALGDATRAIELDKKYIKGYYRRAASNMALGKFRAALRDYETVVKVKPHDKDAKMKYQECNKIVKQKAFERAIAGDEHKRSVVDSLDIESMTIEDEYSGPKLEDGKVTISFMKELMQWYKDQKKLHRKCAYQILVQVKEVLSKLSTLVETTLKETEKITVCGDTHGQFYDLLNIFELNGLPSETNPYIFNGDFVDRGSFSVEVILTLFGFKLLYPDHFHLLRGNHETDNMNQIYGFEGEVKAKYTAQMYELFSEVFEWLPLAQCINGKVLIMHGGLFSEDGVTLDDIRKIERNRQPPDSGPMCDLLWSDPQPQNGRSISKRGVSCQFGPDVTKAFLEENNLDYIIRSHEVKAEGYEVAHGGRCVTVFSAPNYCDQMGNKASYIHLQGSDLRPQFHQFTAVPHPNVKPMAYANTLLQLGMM
AHR act – AHR activators, primary screen, cell-based, luminescence, luciferase reporter, human | actives 2.5% (n = 320,000) | Aryl hydrocarbon receptor (Homo sapiens), P35869 | AHR-responsive luciferase reporter cells | activation, % at 5 µM; in the data active = activation above about 47%;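 also: 0% = vehicle wells and 100% = reference agonist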
procasp7 counter – procaspase-7 activators, primary screen, counter-screen for procaspase-3 activator project, biochemical, absorbance, HTS, human; actives 0.093% (n = 330,000); activation, % at 8.5 µM; recombinant procaspase-7, Ac-DEVD-pNA absorbance 405 nm; D23A/D198A/D206A triple mutant, cannot self-cleave; scale: DMSO 0, 5 µM enzyme 100; Caspase-7 (Homo sapiens), P55210;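 active = percent activation above the screen-wide mean plus 3 SD, cut at about 25% in these data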
Target sequence (P55210 whole entry D23A/D198A/D206A): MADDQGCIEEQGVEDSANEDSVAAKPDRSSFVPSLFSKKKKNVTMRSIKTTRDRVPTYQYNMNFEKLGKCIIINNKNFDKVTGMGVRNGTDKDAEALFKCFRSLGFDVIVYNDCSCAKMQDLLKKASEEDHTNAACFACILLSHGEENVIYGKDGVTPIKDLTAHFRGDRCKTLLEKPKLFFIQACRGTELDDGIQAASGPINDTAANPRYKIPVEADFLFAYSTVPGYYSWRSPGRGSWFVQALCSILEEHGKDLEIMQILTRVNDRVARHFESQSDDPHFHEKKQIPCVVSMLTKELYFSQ
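Material: Procaspase-7 triple mutant (PC-7 D3A) | Quantity: 2 µM procaspase-7 mutant as dispensed | Reagent: DEVD-pNA substrate | Times: 1 h preincubation, 2 h reaction | Technique: 405 nm absorbance of p-nitroaniline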
* = called active by the depositor; x = no result given.

The line under a structure holds: proCasp3 act	CTSL1 counter	HCV core dimer	TPT1 inhibitor	PP1 inh	PAFAH2 inh	PP5 primary	AHR act	procasp7 counter
> O=C(NCC1CCCCC1)c1cc(Br)ccc1Cl
→ -9	-3	13	-1	-2	5	1.4	1	2
> O=C(C1CCN(S(=O)(=O)c2cccc3cccnc23)CC1)N1CCn2c1nc1ccccc12
→ 2	-5	-1	-2	-1	2	3.8	-8	3
> O=C(CSc1nnnn1Cc1ccccc1)c1ccccc1
→ 4	-2	-1	1	-4	-3	-0.9	2	2
> Cc1cccc(N2CCN(C(=O)CCS(=O)(=O)c3ccc4c(c3)NC(=O)CO4)CC2)c1C
→ 11	1	-2	-5	0	0	0.4	-2	0
> CCOC(=O)C(Cc1ccc(O)cc1)NC(=O)CCc1c[nH]c2ccccc12 (stereo unspecified)
→ 1	-2	3	0	0	9	-0.2	1	2
> CSCCC(NC(=O)/C(=C/c1ccc(F)cc1)NC(C)=O)C(=O)O (stereo unspecified)
→ -3	-5	3	-4	1	1	2.3	2	-4
> COc1ccc(C2C(C(=O)c3ccco3)=C(O)C(=O)N2CCN2CCOCC2)c(OC)c1 (stereo unspecified)
→ -6	3	-6	-3	-3	6	-1.5	1	-32
> O=C(CCCN1C(=O)/C(=C\c2cccs2)SC1=S)Nc1ccc(O)cc1
→ 1	3	-8	3	1	-5	0.8	0	-2
> CCOc1ccc(-c2csc3ncn(-c4ccc(OC)cc4)c(=O)c23)cc1
→ 2	4	9	5	-1	-4	2.8	4	0
> COc1ccc(CN(C)C(C)C(=O)Nc2ccc(S(=O)(=O)N3CCCC3)cc2)c(OC)c1OC (stereo unspecified)
→ 0	8	0	-2	1	x	-0.3	-2	-1
> CSc1ccc(CN(C)C(=O)CSCC(=O)Nc2ccc(C)cc2)cc1
→ 12	1	1	1	1	4	-0.2	3	11
> Cc1cc(NS(=O)(=O)c2ccc(NC(=O)/C=C/c3ccccc3Cl)cc2)no1
→ -4	3	10	1	4	-8	4.3	7	7
> COc1cccc(-c2nc(CS(=O)(=O)CC(=O)NCCN3CCOCC3)c(C)o2)c1
→ 5	0	11	4	-3	0	0.6	-4	2
> Cc1ccc(NC(=O)c2cc(-c3cccs3)on2)cc1
→ 9	-1	18	0	2	3	2.7	1	5
> COC(=O)c1cc2c(ccn2-c2ccc(F)cc2)n1Cc1ccc(OC(C)=O)cc1
→ -5	-4	-1	3	4	-13	2.6	11	-22
> CCOc1cc(/C=N/NC(N)=O)ccc1OC(=O)c1ccc(C)cc1
→ 1	2	-1	-5	0	x	5.1	1	-3
> O=C(Nc1nc(-c2ccc(S(=O)(=O)N3CCCC3)cc2)cs1)c1ccco1
→ 6	-3	19	-1	-1	-7	4.6	2	-3
> CCOc1cc2[nH]c(=S)n(CCCC(=O)NCc3ccccn3)c(=O)c2cc1OCC
→ -7	4	-16	-2	-2	0	-0.4	23	-6
> CN(C)C(=O)CSc1n[nH]c(=O)[nH]c1=O
→ 3	-2	5	-1	-2	-17	-1.5	-1	3
> Cc1ccccc1NC(=O)c1cnc2ccccn2c1=O
→ 4	9	0	2	-3	3	0.2	-3	1
> COc1ccc(C(=O)c2ccc3oc(-c4ccc(OC)cc4)c(-c4ccc(O)cc4)c3c2)cc1
→ -1	x	x	x	x	-3	x	7	20
> O=C1C(c2ccccc2)=[N+]([O-])c2ccccc21
→ -10	31*	-113	-4	-3	18	10*	4	-12
> CCCC(=O)N/C(N)=N/c1nc(C)c2cc(C)ccc2n1
→ 3	-4	1	1	10	x	-0.8	26	5
> O=C(NC1CCCCC1)NC1CCN(C(=S)NCc2ccco2)CC1
→ -22	1	-2	-3	3	7	2.2	1	-29
> O=C(Cc1coc2ccc3ccccc3c12)Nc1nnc(C2CC2)s1
→ -4	6	5	3	2	0	1.8	69*	4
> CC(C)(C)c1ccc(C(=O)N/C(=C\c2ccco2)C(=O)O)cc1
→ -2	0	7	-5	-3	8	4.0	-1	2
> CC(C)CCNC(=O)c1cnn2c(C(F)(F)F)cc(-c3ccco3)nc12
→ -2	14	7	2	4	5	4.1	10	-15
> O=c1[nH][nH]c(-c2ccccc2)c1C=Nc1cccc(Cl)c1
→ -71	0	-1	1	7	-13	-0.2	4	16
> COc1ccc(/C=N/NC(=O)c2ccccc2)cc1CN1CCN(c2ccc(F)cc2)CC1
→ 8	-1	9	-1	-1	-4	2.5	6	8
> COc1ccc(N(CC(=O)NC2CCCCC2)C(=O)CCC(=O)Nc2nc(C)cs2)cc1OC
→ -11	-2	4	-1	2	-9	3.0	-2	7
> Cc1ccc(-n2nnnc2SCC(N)=O)c(C)c1
→ 2	-2	4	-2	-3	10	3.0	-1	-6
> Cc1ccc(CCNC(=O)C2CCC(=O)N(Cc3ccccc3F)C2)o1 (stereo unspecified)
→ -8	5	-1	-2	-3	4	-1.9	7	-17
> CC(C)C1(C(C)C)OC(=O)c2ccccc21
→ -1	-3	-7	-1	2	3	0.6	-3	4
> Cn1c(=O)oc2cc(S(=O)(=O)NCCC(=O)N3CCc4ccccc4C3)ccc21
→ 4	15	-4	0	-7	2	2.4	2	0
> CCOc1ccc(N2C(=O)CC(NCC3CCCO3)C2=O)cc1 (stereo unspecified)
→ -22	-6	1	-2	2	-6	-3.0	4	-42
> COc1ccccc1C(=O)Nc1cc2c(cc1C(=O)O)OCCCO2
→ 5	-1	6	2	0	-10	-2.2	8	6
> NC(=O)C1CCN(c2nc(-c3ccc4occc(=O)c4c3)cs2)CC1
→ -10	x	x	x	x	5	x	6	-16
> Cn1c(SCC(=O)NCC2CCCO2)nnc1-c1ccc(S(=O)(=O)N2CCCC2)cc1 (stereo unspecified)
→ 3	-3	-1	-3	1	7	-0.4	1	4
> COc1ccc(Nc2nc(C)cc(C)c2C#N)cc1
→ -14	-3	1	-1	2	-5	0.8	65*	-3
> CCC[C@@H](CN1CCC[C@H]1CN1C(N)=NC[C@H]1C(C)C)N1C[C@@H]([C@H](C)CC)N(CCCC2CCCC2)C1=N
→ 6	x	x	x	x	2	x	0	2
> COc1cccc(CNC(=O)c2ccc(S(=O)(=O)N3CCCC3)cc2)c1
→ 5	0	-4	4	-3	-2	1.6	6	13
> Cc1ccc(S(=O)(=O)N2CCN(C(=O)COC(=O)c3ccc(Br)o3)CC2)c(C)c1
→ 3	-6	7	-2	-5	2	0.6	0	7
> CCc1ccc(-c2nc(NC(=S)NC(=O)c3cccs3)sc2C)cc1
→ 3	-2	1	2	-3	-7	1.5	3	0
> Cc1nn(-c2ccccc2)c(N)c1C(O)(C(F)(F)F)C(F)(F)F
→ -6	-1	-7	2	-3	0	2.4	2	-1
> CC(=O)c1ccc(OCc2cc(C(=O)N3CC4C[C@@H]5CC3C[C@H](C4)C5)no2)cc1
→ 5	1	6	1	-1	1	4.1	11	17
> Cc1ccc(S(=O)(=O)N(C)C[C@H]2Oc3ccc(NC(=O)Nc4c(C)noc4C)cc3CC(=O)N([C@@H](C)CO)C[C@@H]2C)cc1
→ -2	x	x	x	x	-8	x	0	0
> CCOc1ccc(C2=Nn3cnnc3SC2)cc1
→ 8	-1	-5	2	0	3	1.8	3	6
> CCOc1ccccc1NC(=O)CSc1nnc(-c2cnccn2)n1CC
→ -4	1	-9	-4	-4	-8	-2.2	0	-5
> COc1ccc(Cc2nnc(NC(=O)c3cccc(C)c3)s2)cc1
→ 1	0	6	-3	-3	3	-1.1	34	0
> C=CC[C@@H](CC(=O)N(CCO)Cc1ccccc1)C(=O)N[C@H](C)COC(=O)[C@@H](CC=C)Cc1ccc(F)cc1
→ 0	x	x	x	x	13	x	4	27*
> Cc1ccccc1N(C(=O)Cn1nnc(-c2ccc(F)cc2)n1)C(C(=O)NC(C)(C)C)c1ccncc1 (stereo unspecified)
→ 1	4	3	-4	-4	-3	3.5	0	4
> CCc1ccc(C(=O)CSC2=C(C#N)C(c3ccco3)C(C(C)=O)=C(C)N2)cc1 (stereo unspecified)
→ -10	2	21	8	5	x	0.7	9	-20
> CN1CCc2c(sc(/N=C/c3c[nH]c4ccccc34)c2C#N)C1
→ -10	2	-2	44*	-1	x	-0.5	48*	-2
> CSc1ncc(Cl)c(C(=O)Nc2cccc(C)c2)n1
→ 1	2	6	3	-1	1	-0.3	62*	-2
> CCCNC(=O)c1ccc(N2CCC3(CC2)CC(c2cccc(Br)c2)=NO3)c(NC(=O)c2ccc(Br)cc2)c1
→ 14	4	-17	-1	15	-3	1.2	0	-4
> Cc1sc2nc(CN3CCCC3)nc(N3CCN(S(=O)(=O)c4ccccc4)CC3)c2c1C
→ 5	x	x	x	13	-6	4.1	0	-6
> CCO[C@@H]1OC(C(=O)NCc2ccccc2)=C[C@H](C(C)(C)C)[C@H]1CCCO
→ -3	1	-5	-1	0	-2	0.7	4	1
> CCn1cc(C(=O)NCC(OC)OC)c(=O)c2cc(S(=O)(=O)N3CCOCC3)ccc21
→ -6	9	-5	1	-9	2	-8.0	1	-8
> Cn1c(SCC(=O)N2CCOCC2)nc2c(c1=O)SCC2
→ -3	-1	5	-2	-3	1	1.2	2	1
> CN(C)S(=O)(=O)c1cccc(C(=O)NCCCn2ccnc2)c1
→ 2	1	-3	-1	-4	-7	-2.3	1	6

(cont.)
The line under a structure holds: proCasp3 act	CTSL1 counter	HCV core dimer	TPT1 inhibitor	PP1 inh	PAFAH2 inh	PP5 primary	AHR act	procasp7 counter
> Cc1ccc(O)c(Nc2ncnc3ccc([N+](=O)[O-])cc23)c1
→ -8	-3	-4	0	-1	4	1.7	50*	-2
> NNC(=O)c1cc(NS(=O)(=O)c2cccs2)cc(NS(=O)(=O)c2cccs2)c1
→ 7	x	x	x	x	17	x	8	4
> Nc1nnc(CCc2ccccc2)s1
→ -3	0	-1	-1	-3	-5	1.4	-3	-2
> CCCOc1ccc(-c2nn(-c3ccccc3)cc2/C=C2\SC(N)=NC2=O)cc1C
→ 7	3	1	-4	-2	-37	-0.5	10	2
> Nc1nnc(SCC(=O)OCC(=O)NC23CC4CC(CC(C4)C2)C3)s1
→ -6	-31	9	-5	-2	9	-0.1	0	6
> Cc1sc(NC(=O)c2ccccc2)c(C(=O)NCCN(C)C)c1C
→ 12	2	-3	2	-3	-4	3.2	2	-5
> NCC(=O)Nc1ccc(Br)cc1
→ -2	4	-3	-2	-1	-3	0.2	10	4
